# TDP1 inh – TDP1 (human) enzyme inhibition | Q9NUW8 | recombinant TDP1, AlphaScreen DNA substrate cleavage | Potency, µM (titrated, usually from 130 µM), without a hit: top-dose activity change, negative = inhibition, hits mostly inhibitors | hit rate 0.28% among 350,000; note: nearly all actives have a fitted effect of over 40% in size
# Target sequence (Q9NUW8 whole entry, looked up): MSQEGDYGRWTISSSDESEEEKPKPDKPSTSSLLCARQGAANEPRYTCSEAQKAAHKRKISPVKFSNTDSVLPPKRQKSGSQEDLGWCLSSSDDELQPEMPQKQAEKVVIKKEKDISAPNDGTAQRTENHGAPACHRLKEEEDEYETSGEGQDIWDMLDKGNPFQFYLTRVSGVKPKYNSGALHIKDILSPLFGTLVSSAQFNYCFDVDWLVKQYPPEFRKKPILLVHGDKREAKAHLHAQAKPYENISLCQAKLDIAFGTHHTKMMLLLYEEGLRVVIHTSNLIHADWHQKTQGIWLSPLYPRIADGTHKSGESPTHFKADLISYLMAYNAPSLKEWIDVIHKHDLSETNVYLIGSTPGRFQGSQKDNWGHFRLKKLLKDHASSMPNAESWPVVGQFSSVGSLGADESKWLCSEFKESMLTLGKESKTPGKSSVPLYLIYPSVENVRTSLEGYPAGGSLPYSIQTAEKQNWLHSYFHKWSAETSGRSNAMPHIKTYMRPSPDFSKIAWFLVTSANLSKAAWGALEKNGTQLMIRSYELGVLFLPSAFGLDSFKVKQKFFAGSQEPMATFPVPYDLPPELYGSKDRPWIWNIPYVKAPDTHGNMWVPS
#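 Here, a 5' biotin and 3' phosphotyrosine-FITC DNA oligonucleotide reports Tdp1 activity: intact substrate bridges AlphaScreen beads, while cleavage leaves a 3' phosphate and drops signal. All incubations at room temperature.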
# DT40 TDP1 no CPT – qHTS for Inhibitors of human tyrosyl-DNA phosphodiesterase 1 (TDP1): qHTS in cells in absence of CPT; Potency, µM (doses to about 46.2 µM), for the others: at the highest dose activity change, negative = growth inhibition, actives largely listed as inhibitors; hit rate 15% among 420,000; DT40 Tdp1-/- hTDP1 cells, no CPT, ATP luminescence, 48 h; note: nearly all actives have a fitted effect of over 55% in size
#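 Cells were dispensed at 400 per well, compounds added by pin tool, plates incubated ≥48 hr at 37 °C, then CellTiter-Glo added for 30 min at room temperature before luminescence reading. Line: DT40 Tdp1-/- complemented with hTDP1; camptothecin omitted.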
# DT40 TDP1 CPT – growth inhibition of DT40 Tdp1-/-;hTDP1 cells with camptothecin (screen for TDP1 inhibitors). hit rate 12% among 420,000. chicken DT40 Tdp1-/-;hTDP1 cells + 20 nM CPT, ATP luminescence, 48 h. AID 686979. Potency, µM (series often up to 46.2 µM), inactives show top-dose activity change, negative = growth inhibition, usual class: inhibitors; note: nearly all actives have a fitted effect of over 55% in size
#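 Cell growth measured by CellTiter-Glo luminescence after a minimum 48 h, 37 C compound exposure with 20 nM CPT in Tdp1-knockout DT40 cells stably expressing hTDP1, seeded 400/well; qHTS titration format.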
# The depositor's hits bear a star; u = inconclusive; x = not tested or not shown; & = joins results of further samples; [ ] = another dose, or the depositor's remark. Calls come from the whole dose curve; as a rule, active = well fitted curve in the direction sought with a large enough effect; inconclusive = small, poorly fitted or top-dose-only effect, or another doubt; inactive = no such curve, though single readings can be large; an effect the other way counts as inactive or inconclusive. % is set by controls: 0 for no effect and ±100 for the full control effect; potency is the fitted concentration of half-maximal effect.
# Sequence of screens – TDP1 inh, DT40 TDP1 no CPT, DT40 TDP1 CPT
Cc1ccc(NC(=O)CCN2C(=O)NC3(CCCC3)C2=O)cc1
→ -7%, -13%, 7%
CSc1ncc(C(=O)Nc2cccc(C)c2C)c(C)n1
→ x, -10%, -26%
CC1=CC(C)(C)Nc2ccc(Cc3ccc4c(c3)C(C)=CC(C)(C)N4)cc21
→ 14%, 21µM*, 21µM*
CCOc1ccc(C2c3[nH]c4ccccc4c3CCN2C(=O)CCC2CCCC2)cc1 (stereo not drawn)
→ 5%, 18µM*, 21µM*
CCn1c(=O)c2sccc2n2c(CCC(=O)N3CCN(c4ccc(C(C)=O)cc4)CC3)nnc12
→ 1%, -16%, 3%
Cc1ccc(C(=O)N2CCN(c3ccc(NC(=O)Cc4ccccc4)cc3)CC2)cc1
→ 2%, u, u
NNC(=O)c1ccc(Oc2cc(Cl)cc(Cl)c2)o1
→ 5%, u, u
COc1cc(S(=O)(=O)N2CCC(C(N)=O)CC2)c(C)cc1C
→ 5%, -8%, -24%
Cc1ccc(N2CCN(C(=O)c3c4c(nc5ccccc35)C(=O)N(C3CCCCC3)C4)CC2)c(C)c1
→ 6%, 10µM*, 9.2µM*
CC(C)CC(=O)NC(=S)N(Cc1ccccc1)Cc1ccccc1
→ 5%, u, u
COC(=O)c1ccc(Cl)c(NC(=O)NC2CCCCC2)c1
→ 1%, -1%, -11%
CCN(CC)CCNC(=O)c1ccc(NC(=O)COc2ccccc2F)cc1
→ 1%, 10%, -2%
O=C(Nc1ccc(-c2noc(CCc3ccccc3)n2)cc1)c1ccco1
→ 6%, u, 18µM*
S=C(Nc1nc2c(s1)CCCC2)NC1CC1
→ 3%, u, u
C=C1C[C@@]23CCC4[C@@](C)(CCC[C@@]4(C)C(=O)O)C2CC[C@]1(O)C3 (stereo partly drawn)
→ 0%, -14%, -19%
CC(=O)N1CCc2cc(NC(=O)C3(C)CCN3Cc3ccc(C(C)C)cc3)ccc21 (stereo not drawn)
→ x, u, u
CCN(CC(=O)Nc1ccc(NC(C)=O)cc1)C(=O)c1cc2c(s1)CCCCC2
→ 1%, 9%, 7%
c1ccc(Nc2nc3ccccc3n3nnnc23)cc1
→ x, u, u
O=C(CSc1ncn(-c2ccccc2)n1)Nc1nncs1
→ 4%, 1%, 2%
COC(=O)c1ccc(/C=C2\SC(=S)N(CCCC(=O)N3CCOCC3)C2=O)cc1
→ x, 7%, -3%
N#CCSc1ccc2nc(-c3ccccc3)cn2n1
→ -3%, -13%, 4%
CCOc1cc(Br)c(CN2C(=O)NC3(CCCCCC3)C2=O)cc1OCC
→ -4%, u, u
CCCN(CCC)C(=O)C1CC(=O)OC12CCCCC2 (stereo not drawn)
→ 0%, -28%, -18%
Clc1ccc(-c2nc3c4ccccc4ccn3c2Cc2ccsc2)cc1
→ x, 10µM*, 10µM*
OCC[C@H]1C[C@@H](O)[C@H](O)[C@@]2(OCCc3ccccc32)O1
→ -3%, -13%, u
CCc1cccc(C)c1NC(=S)N(CCCN1CCOCC1)Cc1cccnc1
→ 1%, 0%, 8%
CCOC(=O)c1c(NC(=O)COC(=O)/C=C/c2ccco2)sc2c1CC(C)(C)NC2(C)C
→ x, 5.8µM*, u
Cc1onc(-c2ccccc2Cl)c1C(=O)Nc1ccc(-n2nncc2C(C)(C)C)cc1
→ 8%, -16%, -27%
COc1cc(C(=O)NCC(c2cccs2)N2CCOCC2)ccc1OCc1ccc(Cl)cc1 (stereo not drawn)
→ x, 3.7µM*, 6.5µM*
OC(CN1CCCC(C(F)(F)F)C1)c1ccccc1 (stereo not drawn)
→ 9%, -7%, -5%
c1cncc(-c2nc(NCCN3CCOCC3)c3ccccc3n2)c1
→ -1%[56.1 µM], u, -7%
CN(Cc1ccc(Cl)cc1)C(CCc1ccccc1)C(=O)NC1CCCCC1 (stereo not drawn)
→ x, 15µM*, u
CC1CCCN(c2nc3ccccc3nc2C(C#N)S(=O)(=O)c2ccccc2)C1 (stereo not drawn)
→ 11%, u, u
CC(C)OC(=O)CN1CCN(C2c3ccccc3-c3ccccc32)CC1
→ 3%, 29µM*, u
CC(C)(C)c1nnc(NC(=O)CS(=O)(=O)Cc2ccccc2)s1
→ 0%, 20%, 14%
O=C(Nc1ncc2c(n1)CC(c1ccc(Cl)cc1)CC2=O)c1ccco1 (stereo not drawn)
→ 8%, u, u
Cc1onc(-c2ccccc2)c1C(=O)Nc1nc(-c2cc(F)ccc2F)cs1
→ 3%, -2%, -9%
CC1=NC(C)(C)Cc2ccccc21
→ 1%, -9%, 3%
O=C(NCC1CCCO1)Nc1ccc2c(c1)OCO2 (stereo not drawn)
→ x, 20%, 0%
CCOC(=O)c1c(NC(=O)Cc2coc3ccc(CC)cc23)sc2c1CCC2
→ -4%, -70%, u

# A stretch from the list above:
# Sequence of screens – TDP1 inh, DT40 TDP1 no CPT, DT40 TDP1 CPT
N#CCSc1ccc2nc(-c3ccccc3)cn2n1
→ -3%, -13%, 4%
CCOc1cc(Br)c(CN2C(=O)NC3(CCCCCC3)C2=O)cc1OCC
→ -4%, u, u
CCCN(CCC)C(=O)C1CC(=O)OC12CCCCC2 (stereo not drawn)
→ 0%, -28%, -18%
Clc1ccc(-c2nc3c4ccccc4ccn3c2Cc2ccsc2)cc1
→ x, 10µM*, 10µM*
OCC[C@H]1C[C@@H](O)[C@H](O)[C@@]2(OCCc3ccccc32)O1
→ -3%, -13%, u
CCc1cccc(C)c1NC(=S)N(CCCN1CCOCC1)Cc1cccnc1
→ 1%, 0%, 8%

# Next compounds.
# Sequence of screens – TDP1 inh, DT40 TDP1 no CPT, DT40 TDP1 CPT
CCOc1ccccc1C(=O)OCC(=O)NCCNC(=O)COC(=O)c1ccccc1OCC
→ 5%, -4%, -1%
O=C1CCCN1C(=O)CSc1nnnn1-c1ccccc1
→ 0%, 0%, -9%
COc1ccc(CCNC(=O)Cc2ccc(C)cc2)cc1OC
→ x, -22%, -25%
CCOc1ccccc1NC(=O)C(C)Sc1nc2c(c(=O)[nH]1)CCCC2 (stereo not drawn)
→ 6%, u, u
C/C(=N\NC(=O)c1cccs1)C(C)(C)C
→ -2%, -8%, -11%
O=C1C(c2ccc(F)cc2)N(Cc2ccc3c(c2)OCO3)C(=O)CN1C1CCCCCC1 (stereo not drawn)
→ 8%, 15µM*, u
CC(=O)Nc1ccc(S(=O)(=O)NCC(=O)NC(C)c2ccc(S(N)(=O)=O)cc2)cc1 (stereo not drawn)
→ 0%, 4%, 1%
O=S(=O)(c1cccc2cccnc12)N1CCN(c2ccccc2)CC1
→ -10%, -4%, -1%
O=C(NCCCNC(=O)c1ccco1)c1ccc(F)cc1
→ 10%, -6%, -2%
COc1cc(C(c2c(C)[nH][nH]c2=O)c2c(C)[nH][nH]c2=O)ccc1OC(=O)c1cccc([N+](=O)[O-])c1
→ 14%, -18%, 0%
COC(=O)c1c(C)cc(O)c(C)c1O
→ x, -28%, -9%
CCc1ccc(S(=O)(=O)N2CCN(C(=O)C3CCN(C(C)=O)CC3)CC2)cc1
→ 5%, 8%, -6%
O=C(OCCOc1cccc(Cl)c1)c1ccc2ncsc2c1
→ x, 16%, 5%
Cn1c(SCC(=O)c2ccccc2)nnc1-c1cccs1
→ x, u, -1%
CCCCOc1ccc(N=Nc2ccc(N)nc2N)cn1
→ x, u, u
Cc1cc(C)c2oc(C(=O)NC3CCS(=O)(=O)C3)cc(=O)c2c1 (stereo not drawn)
→ 6%, 18%, 4%
CCCCOc1ccccc1NC(=O)Cn1c(-c2cncs2)nc2ccccc21
→ 6%, u, 23µM*
Cn1cccc1Cc1nnc(SCC(=O)N2CCCc3ccccc32)n1-c1ccc(F)cc1
→ 5%, u, u
CCn1cc(C(=O)NCCc2ccc(C)cc2)c(=O)c2cc(S(=O)(=O)N(C)C)ccc21
→ 0%, -16%&-19%, -12%&-18%
O=C(Oc1ccc(C(=S)N2CCCCC2)cc1)c1ccccc1F
→ 4%, -14%, -10%
Cc1c(C(=O)Nc2ccccc2)sc2nc3n(c(=O)c12)CCCCC3
→ -5%, u, u
O=[N+]([O-])c1ccc(NCCCc2ccccc2)cc1
→ x, 18µM*, u
Cc1nnsc1-c1onc(C)c1C(=O)O/N=C/c1ccc(Cl)cc1
→ 0%, 2%, u
Cc1ccc2c(Cn3ccnc3)cc(=O)oc2c1C
→ x, -22%, 3%
O=C(Cc1ccccc1)Nc1ccc(NC(=O)c2cccs2)cc1
→ 5%, 5%, -1%
CN(C)C(=O)CCc1ccc2c3c([nH]c2c1)[C@]1(C)[C@@H](C(=O)N2CCOCC2)C[C@H](CC(=O)NC(C)(C)C)C(=O)N1CC3
→ 0%[56.1 µM], 4%, 13%
CC(NC(=O)Cn1cccc1C(=O)c1ccccc1)c1ccc2c(c1)OCCO2 (stereo not drawn)
→ 0%, -11%, -19%
O=C(Nc1ncccn1)c1cc(-c2ccc(F)cc2)nc2ccccc12
→ 2%, -29%, -18%
CC(Sc1nncn1C)C(=O)Nc1ccc(Cl)cn1 (stereo not drawn)
→ 1%, 2%, -3%
C=CCn1c(C2CCCCC2)n[nH]c1=S
→ -2%, -26%, -5%
Cc1ccc(OCc2n[nH]c(=S)n2-c2ccc(Br)cc2)cc1
→ x, -17%, 4%
CCOC(=O)C1(CC2CC2)CCN(Cc2ccc(OC)cc2F)CC1
→ 3%, u, -27%
Cn1c(=O)[nH]c(=O)c2c1nc(Br)n2CCC(=O)c1ccccc1
→ 5%, 16µM*, u
CC1CC2=C(C(=O)O1)C(c1ccc(Cl)cc1)Nc1ccccc1N2 (stereo not drawn)
→ 5%, 0%, 12%
COc1ccc(OCC(O)Cn2c(Nc3cccc(C)c3)nc3c2c(=O)n(C)c(=O)n3C)cc1 (stereo not drawn)
→ 0%, 15µM*, u
COc1cccc(-c2cnc3c(NC=O)cc(-c4ccc(OC)cc4OC)cn23)c1
→ x, 0.021µM*, 0.015µM*
O=C(Cc1ccc(-n2c(=O)c3ccccc3n(CC(=O)Nc3ccc(F)cc3F)c2=O)cc1)NCc1ccco1
→ 0%, 27%, 1%
CCCC(=O)Nc1c(I)cc(I)c(CC(CC)C(=O)O)c1I (stereo not drawn)
→ x, 0%, 8%
O=C(NNC(=O)C1C2C=CC(C2)C1C(=O)O)c1ccccc1 (stereo not drawn)
→ u, -10%, -14%
Cc1nn(-c2ccccc2)c(C)c1-c1ccccc1O
→ 3%, -17%, u
COc1ccc(CCNC(=O)CN2CCOc3ccccc32)cc1OC
→ 3%, -2%, 5%
CC(C)c1ccc(/C=N/NC(=O)CN(c2cccc(Cl)c2Cl)S(C)(=O)=O)cc1
→ 3%, u, 29µM*
O=C1S/C(=C\c2ccc(N3CCOCC3)o2)C(=O)N1Cc1c(F)cccc1Cl
→ 2%, u, 7.3µM*
Cc1ccc(NC(=O)CC2CS(=O)(=O)CC2CC(=O)Nc2ccc(C)c(C)c2)cc1C (stereo not drawn)
→ 0%, -12%, -13%
Cc1ccc(S(=O)(=O)N/N=C/c2ccccc2O)cc1[N+](=O)[O-]
→ 7%, 13%, 3%
O=C(CSc1ncnc2c1oc1ccccc12)Nc1cccc(C(F)(F)F)c1
→ 8%, u, u
C/C(=C(\CCOC(=O)c1ccccc1)SS/C(CCOC(=O)c1ccccc1)=C(/C)N(C=O)Cc1cnc(C)nc1N)N(C=O)Cc1cnc(C)nc1N
→ x, u, 27µM*
CN(C)/C=N/c1nc2nccc(-c3ccccn3)n2n1
→ 9%, -6%, 4%
CCOC(=O)c1c(NC(=S)NC(C)=O)sc(C)c1C
→ -4%, -8%, -13%
Cc1ccn(C(C)CC(=O)N2CCc3ccccc32)n1 (stereo not drawn)
→ 2%, -16%, -3%
Oc1ccc(Cc2ncc(C(F)(F)F)cc2Cl)cc1
→ 6%, u, 16%
Cn1ccnc1C(=O)c1ccc(N)cc1
→ 7%, 2%, -4%
CNC(=O)/C=C1\NC(C)(C)Cc2c1ccc1ccccc21
→ -3%, 21µM*, 21µM*
CN(CC(=O)Nc1ccc(F)c(F)c1F)C1CCCCC1
→ -2%, 0%, 0%
CCN(Cc1cnn(C)c1)C(=O)c1cc(COc2ccc(F)cc2F)on1
→ 1%, u, -24%
CCC(C)(C(=O)NC1CCCCC1)N(C(=O)CNC(=O)c1ccccc1)c1c(C)n(C)n(-c2ccccc2)c1=O (stereo not drawn)
→ 0%, -3%, -2%
O=C(O)CCC(=O)N1CCc2cc(S(=O)(=O)N3CCN(c4ccc(F)cc4)CC3)ccc21
→ -13%, 7%, -8%
CCOC(=O)c1c(S(=O)(=O)NCC(=O)N2CCN(c3cccc(OC)c3)CC2)c(C)n(C)c1C
→ 6%, 6%, -15%
COc1ccc(C)cc1NC(=O)CSc1nnc(-c2ccco2)n1N
→ 4%, -15%, -10%

# Screens as filed in PubChem BioAssay.
